ALOX12 inh: ALOX12 (human) lipoxygenase inhibition; P18054; purified 12hLO, xylenol orange hydroperoxide absorbance; Potency, µM (top dose mostly 108 µM), for inactives: top-dose activity change, negative = inhibition, usual class: inhibitors; 580,000 tested, 1.1% active; AID 1671190; active means well fitted inhibition curve with a large enough effect; inconclusive means small, poorly fitted or top-dose-only effect, or another doubt; inactive means no such curve, though single readings can be large or run the other way
Target sequence (P18054 whole entry, looked up): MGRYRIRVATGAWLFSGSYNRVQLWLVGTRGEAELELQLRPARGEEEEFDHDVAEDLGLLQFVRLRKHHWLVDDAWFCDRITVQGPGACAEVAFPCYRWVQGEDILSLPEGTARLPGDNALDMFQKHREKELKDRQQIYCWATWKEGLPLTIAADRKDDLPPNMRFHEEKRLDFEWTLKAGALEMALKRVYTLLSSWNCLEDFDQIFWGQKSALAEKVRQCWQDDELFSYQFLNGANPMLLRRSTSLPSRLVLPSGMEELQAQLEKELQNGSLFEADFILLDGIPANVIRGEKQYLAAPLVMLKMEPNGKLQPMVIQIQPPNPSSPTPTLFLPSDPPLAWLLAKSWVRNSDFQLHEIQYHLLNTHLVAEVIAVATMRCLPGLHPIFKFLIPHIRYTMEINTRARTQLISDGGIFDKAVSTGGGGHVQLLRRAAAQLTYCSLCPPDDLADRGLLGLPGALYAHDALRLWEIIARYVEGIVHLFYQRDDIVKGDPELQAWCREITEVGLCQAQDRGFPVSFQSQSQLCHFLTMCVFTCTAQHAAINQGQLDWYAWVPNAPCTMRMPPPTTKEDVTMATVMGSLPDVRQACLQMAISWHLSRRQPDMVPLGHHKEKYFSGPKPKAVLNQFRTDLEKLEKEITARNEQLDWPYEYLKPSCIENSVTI
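Purified human 12hLO at 150 nM in 25 mM Hepes, 0.01% Triton X-100, pH 7.0, preincubated 15 min at room temperature with compound. Reaction started with 40 uM arachidonic acid, 30 min at room temperature. Hydroperoxide measured by Fe-xylenol orange, 573/405 nm absorbance ratio.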
The depositor's hits bear a star; [ ] = remark or other dose. On the % scale 0 is the no-effect control and ±100 the full control effect; potency means the concentration at half of the fitted maximal effect.

Results for CN(C)c1ccc(C(=O)N[C@H]2C[C@H]3C(=O)NC[C@@H](CCC(=O)NCc4cccnc4)N3C2)cc1 ?
ALOX12 inh: inconclusive

How did COc1ccc(-c2noc([C@@H](C)NC(=O)c3cc(C)oc3C)c2C(=O)O)cc1 do in these assays?
ALOX12 inh: 39.2%[activator][176 µM]

Results for COc1ccc(C(=O)Nc2oc3ccccc3c(=O)c2-c2ccc3c(c2)OCO3)cc1 ?
ALOX12 inh: 10.7%

How did COc1ccccc1CNc1nc(NCCOc2ccccc2Cl)c2sccc2n1 do in these assays?
ALOX12 inh: inconclusive

Results for O=S(=O)(C/C=C/c1ccccc1)Cc1cccc(F)c1 ?
ALOX12 inh: inconclusive

Results for Cn1c(CN2CCCCC2)nnc1C1CCCN(C(=O)c2cccnc2)C1 (stereo not drawn) ?
ALOX12 inh: 10.9%

What do the screens show for `CCOc1ccc(OCCCCOc2cccc(Cl)c2)cc1`?
ALOX12 inh: 2.7%

How did CCOCc1nc(C2CCCN(C(=O)COc3ccccc3)C2)no1 (stereo not drawn) do in these assays?
ALOX12 inh: 4.0%

Results for CCCn1ncnc1C(C)NC(=O)C1CCN(C(=O)C2CC2)CC1 (stereo not drawn) ?
ALOX12 inh: -6.2%

How did COc1ccccc1C(=O)Nc1ccc2oc(-c3ccccc3C)cc(=O)c2c1 do in these assays?
ALOX12 inh: -2.6%

Results for c1ccc(-c2ccc(CNC3CCCC3)o2)cc1 ?
ALOX12 inh: inconclusive

Results for Cn1cccc1C(=O)N[C@H]1CCN2C(=O)N(c3cccc(F)c3)C(=O)[C@@H]2C1 ?
ALOX12 inh: 1.7%[176 µM]

Results for CCC1=C(C(=O)OC)C(c2ccccc2OC)N2C(CC(=O)NCC3CCCO3)=CSC2=N1 (stereo not drawn) ?
ALOX12 inh: 46.7%[activator]

What do the screens show for `CCNc1nc(SC(C)C(=O)NC(=O)NC2CC2)nc2ccccc12` (stereo not drawn)?
ALOX12 inh: 0.4%

What do the screens show for `COc1ncc(-c2ccc3ncn(C4CC4)c(=O)c3n2)cn1`?
ALOX12 inh: 22.4%[176 µM]

Overlap with the part before: 6 entries, followed by the next part.
How did COc1ccccc1C(=O)Nc1ccc2oc(-c3ccccc3C)cc(=O)c2c1 do in these assays?
ALOX12 inh: -2.6%

Results for c1ccc(-c2ccc(CNC3CCCC3)o2)cc1 ?
ALOX12 inh: inconclusive

Results for Cn1cccc1C(=O)N[C@H]1CCN2C(=O)N(c3cccc(F)c3)C(=O)[C@@H]2C1 ?
ALOX12 inh: 1.7%[176 µM]

Results for CCC1=C(C(=O)OC)C(c2ccccc2OC)N2C(CC(=O)NCC3CCCO3)=CSC2=N1 (stereo not drawn) ?
ALOX12 inh: 46.7%[activator]

What do the screens show for `CCNc1nc(SC(C)C(=O)NC(=O)NC2CC2)nc2ccccc12` (stereo not drawn)?
ALOX12 inh: 0.4%

What do the screens show for `COc1ncc(-c2ccc3ncn(C4CC4)c(=O)c3n2)cn1`?
ALOX12 inh: 22.4%[176 µM]

How did OC1(c2cccnc2)CCN(Cc2ccc3c(c2)CN(Cc2cc(F)cc(F)c2)CCO3)CC1 do in these assays?
ALOX12 inh: -21.0%

How did Cc1cccc(OC[C@H]2C[C@@H](NCc3c(C)noc3C)[C@H](O)[C@@H]2O)n1 do in these assays?
ALOX12 inh: inconclusive

Results for CC1(C)C(=O)N(Cc2ccccc2F)[C@H]2CN(C3CCOCC3)C[C@H]2[S+]1(=O)[O-] ?
ALOX12 inh: 2.7%[176 µM]

How did CCCc1nc(C(=O)NC(c2ccc(OC)nc2)C2CC(O)C2)cs1 (stereo not drawn) do in these assays?
ALOX12 inh: 20.9%

What do the screens show for `COC[C@@H]1CN(C(=O)c2cc(C)cc(C)c2)C[C@H]1C(N)=O`?
ALOX12 inh: 14.6%

Results for CN1CC(C(=O)N2CCc3c(nc(-c4ccncc4)nc3N(C)C)C2)CC1=O (stereo not drawn) ?
ALOX12 inh: 10.0%

How did Cc1noc2nc(C3CC3)cc(C(=O)NCc3ccc4c(c3)OCCO4)c12 do in these assays?
ALOX12 inh: 8.7%

Results for COc1cccc(C(=O)NCCS(=O)(=O)N2CCN(c3ccccc3)CC2)c1OC ?
ALOX12 inh: 1.0%

Results for O=C(c1ccncc1)N1CCC(n2c(=O)[nH]c3ccccc32)CC1 ?
ALOX12 inh: -24.1%[176 µM]

How did CNC(=O)[C@@H]1CN(C(=O)NCc2ccccc2)C[C@H]1c1nc(C)no1 do in these assays?
ALOX12 inh: 49.8%[activator]

Results for O=C1NC[C@H](CCCCN2C[C@H](Cc3ccccc3)N(CCc3ccccc3)C(=O)C2=O)N(CC2CCCCC2)C1=O ?
ALOX12 inh: 0.0%

Results for COc1ccc(C(O)c2nc(-c3cncnc3)cs2)cc1 (stereo not drawn) ?
ALOX12 inh: -20.0%

What do the screens show for `COC(=O)C1C2CC3c4[nH]c5cc(OC)ccc5c4CCN3CC2CC(OC2CCCCO2)C1OC` (stereo not drawn)?
ALOX12 inh: 36.4%

What do the screens show for `Cc1cnn(CCC(=O)N2CCC3(CCNCC3)CC2)c1`?
ALOX12 inh: inconclusive

What do the screens show for `COC(=O)C(C)NC(=O)C12CC3CC(CC(Br)(C3)C1)C2` (stereo not drawn)?
ALOX12 inh: -22.3%

What do the screens show for `COc1ccc(S(=O)(=O)Nc2c(N3CCCC3)c3ccccc3oc2=O)cc1Cl`?
ALOX12 inh: inconclusive

How did COc1cc(CNc2ncnc3c2ncn3[C@H]2CN(CCc3ccccc3)C[C@@H](CO)O2)cc(OC)c1OC do in these assays?
ALOX12 inh: -16.7%

What do the screens show for `Cn1cnnc1SCC(=O)N1CCc2ccccc2C1`?
ALOX12 inh: -23.7%

How did Cc1ccccc1CN1CCC(CN(Cc2cccnc2)C(=O)C2CC=CCC2)CC1 (stereo not drawn) do in these assays?
ALOX12 inh: 71.2%

What do the screens show for `O=C1NCc2ccccc2CC12CCN(CCCc1ccccc1)C2` (stereo not drawn)?
ALOX12 inh: 5.0%[6.33 µM]

How did CC(C)NC(=O)N1CCC(OCCOc2cccnc2)CC1 do in these assays?
ALOX12 inh: 7.7%

What do the screens show for `O=C1NC2(CCN(C(=O)OCc3ccccc3)C2)N=C1c1ccncc1` (stereo not drawn)?
ALOX12 inh: 68.3%[activator][176 µM]

What do the screens show for `COc1ccc(CNC(=O)N2CCC(CCOc3ccccc3OC)C2)cc1` (stereo not drawn)?
ALOX12 inh: 0.2%

Results for CCOc1ccc(NC(=O)CN2C(=O)NC3(CCC(C)CC3)C2=O)cc1 (stereo not drawn) ?
ALOX12 inh: inconclusive

What do the screens show for `O=C(NC1CC1)C(NCc1ccc(F)cc1)c1ccc(F)cc1` (stereo not drawn)?
ALOX12 inh: 14.9%

What do the screens show for `COc1ccc(CC(N)c2csc(NC(=O)NCCc3ccccc3)n2)cc1` (stereo not drawn)?
ALOX12 inh: inconclusive

What do the screens show for `Cc1ccc(N(CC(=O)NC2CCCCCCC2)S(=O)(=O)N(C)C)cc1`?
ALOX12 inh: -50.8%

How did Cc1ccc(NC(=O)N2C[C@@H](Oc3ccccc3)C[C@H]2C(=O)N2CCOCC2)cc1C do in these assays?
ALOX12 inh: 1.5%

What do the screens show for `O=C1CC2(CCN(CC3CCOCC3)C2)Nc2ccccc2N1` (stereo not drawn)?
ALOX12 inh: -1.1%[6.33 µM]

Results for O=C(c1cc2ccccc2oc1=O)N(Cc1ccccc1)c1cccc([N+](=O)[O-])c1 ?
ALOX12 inh: -8.8%

What do the screens show for `CCCCn1c(=O)[nH]c(=O)c2c1nc(CN1CCN(S(=O)(=O)c3ccccc3)CC1)n2CC`?
ALOX12 inh: -11.4%

How did COc1ccc(C(=O)Nc2ccc3c(c2)CN(C(C)c2ccc(F)cc2)C(=O)CO3)cc1OC (stereo not drawn) do in these assays?
ALOX12 inh: 30.7%[activator]

Results for CSc1cccc(NC(=O)N2CCC3(CCC(=O)N(C4CC4)C3)CC2)c1 ?
ALOX12 inh: 62.0%[activator]

Results for COc1ccc(C(=O)N[C@@H]2CN(C(=O)NCc3ccccc3)CCC[C@H]2O)cc1 ?
ALOX12 inh: inconclusive

Results for O=C(O)c1ccc2nc(-c3ccc(-c4ccccc4)cc3)c(-c3ccc(-c4ccccc4)cc3)nc2c1 ?
ALOX12 inh: inconclusive

What do the screens show for `Cc1nc2cccnc2n1CC1CCCN(S(=O)(=O)c2ccc(F)cc2)C1` (stereo not drawn)?
ALOX12 inh: 34.5%[activator]

What do the screens show for `O=c1[nH]c(C2CCN(Cc3cccc(-c4cccs4)c3)CC2)nc2ccc(F)cc12`?
ALOX12 inh: 19.9%

Results for Cc1cccc(OCC(=O)Nc2cc(-c3nn(C)c(=O)c4ccccc34)ccc2N2CCOCC2)c1 ?
ALOX12 inh: inconclusive

How did Cc1ccc(Cn2c(Sc3ccc(C)cc3)nc3c2c(=O)[nH]c(=O)n3C)cc1 do in these assays?
ALOX12 inh: -4.7%

How did Cc1cc(Cl)ccc1OCC(=O)Nc1ccc(N2CCN(C(=O)c3cccs3)CC2)cc1 do in these assays?
ALOX12 inh: 4.8%

How did O=C(NCc1ccccc1)c1cnc2n1CCN(Cc1ccc3c(c1)CCO3)CC2 do in these assays?
ALOX12 inh: 30.7%[176 µM]

Results for O=C(Cn1nc2c(cc1=O)CCCCC2)Nc1ccncc1 ?
ALOX12 inh: 20.8%

Results for CCO[C@H]1CN(C(=O)CCCOc2ccccc2)C[C@@H]1O ?
ALOX12 inh: -20.6%

How did CNC(=O)CCn1ncc2cc(OCc3ccccc3-c3ccsc3)ccc21 do in these assays?
ALOX12 inh: -10.1%[176 µM]

Results for COCc1nc(-c2ccc(OC3CCN(C(=O)c4n[nH]c5ccccc45)C3)cc2)no1 (stereo not drawn) ?
ALOX12 inh: 14.4%

How did Cc1cccc(C)c1NC(=O)C(c1ccccc1F)n1c(=O)c(-c2ccco2)nc2ccccc21 (stereo not drawn) do in these assays?
ALOX12 inh: inconclusive

Results for Cc1cc(C)n(-c2nc3c(c(=O)[nH]c(=O)n3C)n2C/C=C/c2ccccc2)n1 ?
ALOX12 inh: 11.9%

Results for CNc1ncc(C(=O)N2CCCC(c3[nH]ncc3-c3ccc(F)cc3)C2)cn1 (stereo not drawn) ?
ALOX12 inh: -5.7%

What do the screens show for `NC(=O)[C@H](Cc1ccc(O)cc1)NC(=O)C1=C[C@@H](NC(=O)c2cnccn2)[C@@H](O)[C@H](O)C1`?
ALOX12 inh: 20.3%

Results for CN(Cc1ccccc1)C(=O)Cn1nc2c(cc1=O)CCCC2 ?
ALOX12 inh: 45.0%[activator]

Results for COc1cccc(-c2nc(-c3nnn4c3COC(c3ccc(C)cc3)C4)no2)c1 (stereo not drawn) ?
ALOX12 inh: 12.6%

What do the screens show for `O=C(NCCCc1nnc2ccccn12)C1CC(=O)N(c2n[nH]c3ccccc23)C1` (stereo not drawn)?
ALOX12 inh: 41.1%[activator]

Results for COc1ccccc1C(=O)NC[C@@H]1C=C(C)[C@H](CC(=O)N2CCCC2)C[C@H]1C(C)C ?
ALOX12 inh: 5.2%[176 µM]

What do the screens show for `COc1ccc(-c2nc(C3CC3)nc3c2CCN(C(=O)c2ccccc2OC)CC3)cc1`?
ALOX12 inh: inconclusive

What do the screens show for `CC(C)Cn1c(=O)c2ccccc2n2c(SCC(=O)Nc3cccc(F)c3)nnc12`?
ALOX12 inh: 1.0%

How did CC(C)C[C@H](NC(=O)[C@@H]1C[C@@H](n2nnc(C(N)=O)c2C(N)=O)CCN1C(=O)c1cnccn1)C(N)=O do in these assays?
ALOX12 inh: -5.3%

What do the screens show for `O=C(Nc1cccc(NC(=O)C2CCCC2)c1)C1CCCC1`?
ALOX12 inh: 48.0%[activator]

How did Cc1ccc(C)c(C(=O)N2C[C@@H](F)C[C@H]2C(=O)N2CCCCC2)c1 do in these assays?
ALOX12 inh: 22.6%

What do the screens show for `O=c1c2cc(Cl)ccc2ncn1Cc1ncon1`?
ALOX12 inh: 13.4%

What do the screens show for `Cc1cccc(CN2CCN(C(=O)c3cnc4ccccn4c3=O)CC2=O)c1`?
ALOX12 inh: -3.0%

What do the screens show for `COc1cc(/C=C(/C#N)c2ccc(C(F)(F)F)cn2)cc(OC)c1`?
ALOX12 inh: -13.2%

How did COc1ccc(-c2cc(N3CCC(NC(=O)c4ccc(F)cc4Cl)C3)n[nH]2)cc1 (stereo not drawn) do in these assays?
ALOX12 inh: 26.4%

Results for COc1ccc(-c2nc3cc(C)c(Br)c(C)n3c2Cc2ccc(C)cc2)cc1OC ?
ALOX12 inh: inconclusive

What do the screens show for `Cc1cc(S(=O)(=O)N(C)C)cc(NS(=O)(=O)c2cccc(Cl)c2Cl)c1C`?
ALOX12 inh: 12.6%

How did COc1ccc(Cc2c(-c3ccccc3)nc3ccc(C)cn23)c(C)c1 do in these assays?
ALOX12 inh: inconclusive

Results for O=C(c1cocn1)N1CCNc2cnc(Nc3cccc(C(F)(F)F)c3)nc2C1 ?
ALOX12 inh: -1.8%[176 µM]

How did Cc1ccc(C(O)c2ncc(-c3cccc(F)c3)[nH]2)cc1 (stereo not drawn) do in these assays?
ALOX12 inh: inconclusive

What do the screens show for `CCNC(=O)c1cccnc1OC1CCN(C(=O)CC)C1` (stereo not drawn)?
ALOX12 inh: 76.9%[activator]

How did COc1ccc(C(=O)N2CCC(Cc3nc(-c4ccc(F)cc4)no3)CC2)cc1F do in these assays?
ALOX12 inh: -5.2%

Results for COC(=O)[C@@H]1Cc2ncn(C(C)C)c2CN1S(=O)(=O)Cc1ccccc1 ?
ALOX12 inh: 30.4%[176 µM]

Results for C[C@H](O)[C@@H]1CN2CCc3ccc(-c4ccc5c(c4)OCO5)cc3[C@@H]2C[C@@H]1N(C)CC1CCCCC1 ?
ALOX12 inh: 5.9%

What do the screens show for `COc1ccc(-c2c(C)oc3cc(OCC(=O)OC(C)(C)C)ccc3c2=O)cc1`?
ALOX12 inh: -16.0%

Screening data (PubChem BioAssay)

This is a subset. The share of hits here may be higher or lower than overall.
